EWS-Fli inh = blocks EWS/Fli oncoprotein-driven transcription | inhibition, % at 12.6 µM | 350,000 tested, 0.67% active | AID 651661 | A673 NR0B1-luciferase reporter, viability-normalised;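 active = mean inhibition of at least 50% after viability correction, with every replicate also passing that limit; inconclusive = mean reaches 50% but only one of two replicates passes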;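 also: firefly luciferase signal divided by Alamar Blue viability fluorescence both relative to DMSO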
RAD52 inh = inhibitors of human RAD52 DNA annealing | P43351 | recombinant RAD52 DNA annealing, FRET fluorescence | inhibition, % at 18.7 µM | 360,000 tested, 0.46% active | AID 651710;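 active = every replicate showing at least 50% inhibition; inconclusive = mean inhibition at least 50% but not in every replicate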
E-selectin induc = induces E-selectin expression in human endothelial cells; 260,000 tested, 0.37% active; activation, % at 7.58 µM; P16581; HUVEC E-selectin immunofluorescence imaging; normalized: neutral wells 0, TNF-alpha wells 100;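 active = mean E-selectin-positive cell signal at least 10% of the positive control, reached in at least 60% of replicates, without over 20% cell loss; inconclusive = no rule given, readout overlaps actives, possibly toxicity-flagged; inactive = the rest, including those meeting only one limit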;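 also: in these data hits start at about 27%; measured in HUVEC primary endothelial cells; signal is the percent of cells scored E-selectin positive by PE staining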
Target sequence (P16581 whole entry, looked up): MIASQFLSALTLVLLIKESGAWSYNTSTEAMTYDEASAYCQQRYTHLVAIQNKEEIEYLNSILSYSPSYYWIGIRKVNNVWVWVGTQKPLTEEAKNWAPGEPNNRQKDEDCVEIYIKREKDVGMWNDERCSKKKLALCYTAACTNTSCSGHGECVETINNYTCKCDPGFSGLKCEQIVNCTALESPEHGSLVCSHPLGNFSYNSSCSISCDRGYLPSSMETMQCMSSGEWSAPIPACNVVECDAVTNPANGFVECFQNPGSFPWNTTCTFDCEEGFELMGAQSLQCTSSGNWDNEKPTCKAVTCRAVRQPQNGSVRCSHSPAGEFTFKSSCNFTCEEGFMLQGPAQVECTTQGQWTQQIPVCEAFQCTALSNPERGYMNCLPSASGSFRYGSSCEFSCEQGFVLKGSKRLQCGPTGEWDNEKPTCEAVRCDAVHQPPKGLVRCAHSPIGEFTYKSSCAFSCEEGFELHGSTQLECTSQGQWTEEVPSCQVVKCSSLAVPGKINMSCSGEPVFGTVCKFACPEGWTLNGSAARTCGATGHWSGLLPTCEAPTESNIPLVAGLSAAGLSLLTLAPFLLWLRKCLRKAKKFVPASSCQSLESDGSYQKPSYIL
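material = human umbilical vein endothelial cells (HUVEC), E-selectin induction | quantity = 3,000 cells/well | medium = EGM-2 growth medium on 0.1% gelatin-coated wells | technique = immunofluorescence imaging | read-out basis = % PE-positive cells | control set = TNF-alpha positive control, DMSO neutral control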
esBAF inh = inhibitors of esBAF chromatin remodeling in mouse ES cells. Bmi1-luciferase knock-in reporter, 24 h; 100% = twice the neutral-well signal. reporter increase, % at 12.5 µM. 350,000 tested, 2% active. AID 602393; in the data active = activation above about 40%; inconclusive = no clear call, values can overlap the other calls;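 also: 0% = median of the plate's neutral control wells and 100% = double that signal; a rise in the Bmi1 reporter signal indicates esBAF inhibition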
RAD54 inh = blocks human RAD54 Holliday junction branch migration | 360,000 tested, 0.14% active | Q92698 | FAM/BHQ fluorescence | inhibition, % at 10.4 µM;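 active = mean normalized replicate activity at least 40 and at least half of replicates scoring 40 or more; inconclusive = only one of the two criteria met; inactive = mean below 40 and under half of replicates reaching 40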;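 also: 0% = median of neutral control wells and 100% = median of positive control wells; inhibitors cause a drop in the FAM fluorescence signal; in these data hits start at about 50%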
FN deposition inh = fibronectin deposition inhibition. AH1F fibroblasts, Alexa488-fibronectin deposition fluorescence, overnight. inhibition, % at 12.6 µM. 350,000 tested, 0.086% active. AID 743247;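 active = mean inhibition across replicates of 30% or more, regardless of how many single replicates reach that level; inconclusive = mean under 30% yet at least half of replicates reach 30%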;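 also: positive control wells lacked labelled fibronectin entirely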
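Test system: AH1F fibroblast monolayer depositing Alexa488-labelled fibronectin into matrix. Input: 10000 cells per well. Technique: fluorescence, ex 485 nm, em 525 nm. Buffer or medium: DMEM plus 2% serum, read in PBS. Timing: 1 h cell adhesion before compound, then overnight fibronectin incubation. Compound: single dose, pinned. Read-out basis: inhibition from reduced deposited-fibronectin fluorescence.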
S100A4 MyoIIA = S100A4-myosin IIA interaction inhibition | S100A4/TAMRA-MyoIIA peptide fluorescence polarization | inhibition, % at 10.7 µM | 360,000 tested, 0.14% active;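 active = mean inhibition of at least 70% across replicates, with every replicate also reaching that level; inconclusive = mean inhibition reaches 70% but some replicates fall short; inactive = mean inhibition below 70%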
Target sequence (P26447 whole entry, looked up): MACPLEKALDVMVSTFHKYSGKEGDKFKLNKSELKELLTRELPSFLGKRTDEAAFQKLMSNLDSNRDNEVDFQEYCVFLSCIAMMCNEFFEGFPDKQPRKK
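Material: human S100A4 monomer with TAMRA-labelled myosin IIA peptide; buffer or medium: HEPES pH 7.2 with CaCl2, KCl, NaCl, DTT, Triton; compound dosing: one concentration per compound; schedule: 5 min incubation before reading; benchmarks: neutral control DMSO, positive control TFP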
XiGFP reactiv = activators of X-chromosome reactivation in mouse fibroblasts; XiGFP mouse fibroblasts, % GFP-positive cells imaging, 3 d; cells co-treated with 5-aza-dC sensitizer; scaled so ellipticine positive control = 100%; activation, % at 7.58 µM; 360,000 tested, 0.055% active; AID 743238;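 active = mean normalized replicate activation at least 10% and every replicate at or above 10%; inconclusive = only one of the two criteria met; inactive = mean below 10% and not all replicates reach 10%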;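 also: 0% = median of on-plate neutral control wells and 100% = ellipticine 6 µM median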
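Material: XiGFP fibroblasts, SV40-immortalized. Buffer or medium: DMEM plus 5-aza-dC sensitizer. Compound: single concentration per compound, delivered by pin transfer. Times: 3 days compound exposure. Controls: ellipticine 6 µM.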
Active calls of the source: *; ? = inconclusive; nt = not tested or not shown; & = joins results of further samples.

Structure	EWS-Fli inh	RAD52 inh	E-selectin induc	esBAF inh	RAD54 inh	FN deposition inh	S100A4 MyoIIA	XiGFP reactiv
O=C(c1ccc(Cl)c([N+](=O)[O-])c1)N1CCN(Cc2ccc3c(c2)OCO3)CC1	9	-13	nt	nt	nt	-2	-2	0.0
CCC(=O)N(C)C[C@@H]1Oc2ncc(C#C[C@H](C)O)cc2C(=O)N([C@@H](C)CO)C[C@H]1C	-12	-3	0.0	-2	1	nt	12	-0.6
CCOC(=O)c1c(NC(=O)CN2CCN(C(=O)c3ccco3)CC2)sc(C(N)=O)c1C	15	-15	3.6	nt	nt	-10	-8	-0.8
O=C(NC(=S)Nc1ccccc1[N+](=O)[O-])c1ccccc1Cl	-23	7	0.1	?	-15	-3	-7	0.1
C[C@@H]1CN([C@@H](C)CO)C(=O)c2cc(NC(=O)C3CCCCC3)ccc2O[C@@H](C)CCCCO[C@H]1CN(C)S(=O)(=O)c1ccc(Cl)cc1	-5&7	-23&-32	0.1	21&-6	8&-7	4	-1&-4	0.0&0.4
Cc1ccc(CNC(=O)C(=O)NCC2OCCN2C(=O)c2cccs2)cc1 (stereo not given)	0	-7	0.7	-10	4	7	-2	0.0
O=C(NCc1nnc(SCC(=O)N2CCCC2)o1)c1ccccc1	nt	-7	-0.2	-4	8	-2	-5	0.1
CCOC(=O)CN1C(=O)C(Sc2n[nH]c(-c3ccc(C)cc3)n2)CCc2ccccc21 (stereo not given)	14	-20	nt	-2	-2	nt	0	nt
COc1ccccc1N(C(=O)c1snc(C(N)=O)c1N)C(C(=O)NC1CCCC1)c1ccc(N(C)C)cc1 (stereo not given)	4	-1	0.2	3	0	-4	1	0.1
O=C(Nc1nc(-c2ccc(S(=O)(=O)N3CCCCCC3)cc2)cs1)c1ccccc1	nt	nt	1.6	21	-8	11	nt	nt
CCN(c1ccccc1)S(=O)(=O)c1ccc(Cl)c(C(=O)N(CC2CCCO2)C2CCS(=O)(=O)C2)c1 (stereo not given)	3	-21	nt	nt	nt	nt	-1	0.1
CC(=O)c1ccc(-c2cnc3c(NC=O)cc(-c4ccc(C(=O)N5CCOCC5)cc4)cn23)cc1	0	-21	-0.1	2	7	3	-1	0.0
CC(=O)c1cccc(NC(=O)c2ccc3ccccc3c2)c1	-60	-25	-0.1	3	-8	1	1	0.0
Cc1c(C(=O)Nc2cccc(N(C)S(C)(=O)=O)c2)cccc1[N+](=O)[O-]	5	13	1.1	nt	nt	0	1	-0.1
O=C(CSc1nnc2ccccn12)NC(=O)c1ccccc1Cl	1	-12	7.2	-1	0	-2	-4	0.2
COCCCNC(=O)c1ccc2c(c1)nc(C)n2-c1cccc(C)c1	-10	-3	0.0	10	-4	0	-5	0.0
NS(=O)(=O)c1ccc(CCNC(=O)c2ccc3nc4ccc(Cl)cc4c(=O)n3c2)cc1	7	-36	nt	nt	nt	7	-1	0.0
Cc1ccc(N2C(=O)CC(NCC3CCCO3)C2=O)cc1 (stereo not given)	9	-9	nt	nt	nt	-22	-3	0.0
COc1ccc(C(=O)c2sc(Nc3ccc(NC(C)=O)cc3)nc2C)cc1	-1	5	-0.2	9	-3	8	1	0.0
CC(C)(C)C(=O)Nc1cc2c3c(c1)CCC(=O)N3CCC2	1	-12	3.0	-2	6	6	-4	0.0
CCCC(=O)N1CC2(CCN(C(=O)C3CC3)CC2)c2c(n(C)c3cc(OC)ccc23)[C@@H]1CO	7	8	0.0	nt	nt	nt	1	-0.1
Oc1ccccc1-c1cncn1Cc1ccccc1	-1	-14	0.1	0	-4	5	-6	0.3
Cc1ccc(-c2csc(/C(C#N)=C/Nc3ccc4c(c3)OCCO4)n2)cc1	3	-23	0.3	2	-1	4	-6	0.2
CCCNC(=O)C1(C)CCCN(C(=O)Cc2cccc(OC)c2)C1 (stereo not given)	3	-7	0.6	1	10	6	-1	0.4
Cc1nn(C)c(C)c1S(=O)(=O)NCCc1ccc(Cl)cc1	nt	-5	nt	-1	-9	-19	-3	0.0
Cc1cccnc1NC(=S)NCc1ccco1	-18	-17	nt	0	12	-1	-7	-0.2
O=C(Nc1ccc2c(c1)C(=O)OC2)Nc1cccc2ccccc12	-1	-12	-0.3	nt	nt	4	-1	0.0
Cc1nn(-c2ccccc2)nc1C(=O)Nc1ccc2[nH]ncc2c1	9	-14	nt	-3	8	-4	-3	-0.1
CCCc1cc(C(=O)NCc2ccco2)no1	-23	-1	-0.1	35	-21	-7	-1	1.6
C[C@@H]1CN([C@H](C)CO)C(=O)c2cc(NC(=O)CCC(F)(F)F)ccc2O[C@@H](C)CCCCO[C@H]1CN(C)Cc1ccncc1	3	-11	0.3	-7	2	nt	3	0.0
O=[N+]([O-])c1ccc(Br)c(CN2CCN(c3ncc(Cc4ccccc4)cn3)CC2)c1	7	4	0.0	nt	nt	1	0	0.0
COCCC(=O)N1CCCC(N2CCN(c3ccc(F)cc3)CC2)C1 (stereo not given)	6	-2	-0.2	-11	8	-6	-3	0.2
CC(C)NC(=O)N1C[C@H]2[C@@H](c3ccccc31)[C@@H](CO)N2C(=O)NC(C)C	1	-8	0.7	0	4	nt	8	0.3
O=C(CNCc1ccccc1)Nc1ccc(Oc2ccccc2)cc1	8	-31	nt	nt	nt	16	-11	0.0
CCOC(=O)[C@]12CCCC=C1N(Cc1ccco1)C(=O)[C@H](CC(=O)N1CCOCC1)C2	0	-16	nt	nt	nt	-6	2	1.1
CC(=O)NNc1[nH]c2c(c(=O)c1[N+](=O)[O-])c(=O)n(C)c(=O)n2C	11	-1	3.5	-9	-7	-6	8	0.1
O=C(C1CCN(S(=O)(=O)c2ccccc2)CC1)N1CCN(Cc2ccc3c(c2)OCO3)CC1	nt	-8	nt	-3	-2	-4	-3	0.1
CC(=O)Nc1ccc(C(=O)OCC(=O)c2ccc(S(=O)(=O)N3CCCCC3)cc2)cc1	-3	-17	-0.1	3	nt	4	4	0.5
CC(C)c1cn(CC[C@H]2CC[C@@H](NS(=O)(=O)c3ccccc3)[C@@H](CO)O2)nn1	8	-9	2.3	3	-3	nt	4	0.0
CC(C)NC(=O)N1CCCCN2[C@H](CO)[C@@H](c3ccc(C#C[C@H](C)O)cc3)[C@H]2C1	-11	-1	-0.5	nt	-10	nt	0	0.0
C[C@@H]1CN([C@H](C)CO)C(=O)c2cc(N(C)C)ccc2O[C@H]1CN(C)S(=O)(=O)c1ccc(Cl)cc1	-5	10	nt	1	-10	nt	5	-0.6
O=c1[nH]c(N2CCN(Cc3ccccc3)CC2)nc2c1CCC2	0	1	nt	nt	nt	7	-1	0.0
C[C@H]1CN([C@@H](C)CO)C(=O)c2cccc(NS(=O)(=O)c3ccc(F)cc3)c2O[C@H]1CN(C)C(=O)Nc1ccccc1	24	2	0.0	-3	1	nt	0	-1.0
CCC(C)C(=O)Nc1nnc(SCC(=O)Nc2ccccc2F)s1 (stereo not given)	0	-5	-1.8	nt	nt	-2	-6	0.2
FC(F)(F)c1cc(NCc2cccs2)n2ncnc2n1	10	-9	nt	-5	-8	nt	-10	nt
Cc1ccc(NC(=S)N(CCCN2CCN(C)CC2)Cc2cccs2)cc1C	9	0	nt	nt	nt	7	-6	0.3
CC(C)[C@@H](C)NC(=O)N(C)C[C@H]1OCc2ccccc2-c2c(n(C)c3ccccc23)C(=O)N([C@@H](C)CO)C[C@H]1C	5	6	-0.4	4	4	15	6	0.5
O=S(=O)(Cc1ccccc1)NCCc1ccc(F)cc1	4	-6	nt	-3	-8	-1	1	0.0
COc1ccc(CN2CCNC(=O)C2CC(=O)N(C)Cc2cc(C)no2)cc1OC (stereo not given)	-4	-12	-0.1	nt	-4	nt	-2	-0.1
C[C@H]1CN([C@@H](C)CO)C(=O)c2cc(NC(=O)NC3CCCCC3)ccc2O[C@@H]1CN(C)Cc1ccccc1	-5	7	0.5	3	6	nt	4	-0.1
Cc1ccc(NC(=O)Cn2c(=O)oc3cc(S(=O)(=O)N4CCC(C)CC4)ccc32)cc1C	14	-8	-1.0	-20	-4	-14	-7	-0.1
COc1ccnc(Oc2ccccc2)c1C(=O)N/C=N/OCc1ccccc1	6	-13	-0.8	nt	nt	-4	8	0.0
COc1ccc(S(=O)(=O)NCC2CCCN(C(=O)c3sccc3C)C2)cc1 (stereo not given)	14	-7	-0.4	nt	nt	-13	-4	-0.8
CCN(C[C@H]1N[C@@](C)(C(=O)OC)[C@H]2C(=O)N(C)C(=O)[C@@H]12)S(=O)(=O)c1ccccc1	0	1	nt	0	-14	-1	-6	0.3
O=C(C[C@H]1CC[C@@H]2[C@H](COC[C@H](O)CN2C(=O)Nc2ccc(F)cc2)O1)NC1CCC1	nt	-10	0.0	5	3	-14	-36	0.1
CCC1CCCCN1C(=O)CNCC1CCCO1 (stereo not given)	3	-20	3.4	nt	nt	2	3	-0.1
CN(C)N=Nc1nc2c(c(=O)n(C)c(=O)n2C)n1C	11	-1	-0.1	nt	-7	-6	0	-0.2
C[C@@H]1CN([C@H](C)CO)C(=O)c2cccc(NC(=O)c3nc4ccccc4s3)c2O[C@H]1CN(C)S(=O)(=O)c1cn(C)cn1	0	0	0.1	1	-3	-2	-3	-0.1
C[C@@H]1CN([C@H](C)CO)C(=O)Cc2cc(NC(=O)Nc3cccc4ccccc34)ccc2O[C@H]1CN(C)S(=O)(=O)c1ccccc1	2	-8	0.2	-11	2	nt	-1	-0.2

Source: PubChem

An unsorted share of the library; overall some 3% were active at least once.
